Menin MLL FP TR: qHTS Assay for Inhibitors Targeting the Menin-MLL Interaction in MLL Related Leukemias: Competition With Texas Red Labeled MLL-derived Mutant Peptide. Menin + Texas Red MLL mutant peptide, fluorescence polarization. Potency, µM (top dose mostly 61.6 µM), for the others: top-dose FP activity change, negative = inhibition, usual class: inhibitors. 270,000 compounds, 0.23% hits. AID 1768, 2009; active = well fitted inhibition curve with a large enough effect in the polarisation, with a control signal flat, not every such curve was filed as active; inconclusive = small, poorly fitted or top-dose-only effect, or effect the other way, or a change in a side signal; inactive = no such curve, though single readings can be large or run the other way; the % refers to the polarisation; also: potency is read from the fitted curve at half-maximal effect; % of control where 0% means no effect; many of its hits are not listed in these tables
Target sequence (O00255 whole entry, looked up): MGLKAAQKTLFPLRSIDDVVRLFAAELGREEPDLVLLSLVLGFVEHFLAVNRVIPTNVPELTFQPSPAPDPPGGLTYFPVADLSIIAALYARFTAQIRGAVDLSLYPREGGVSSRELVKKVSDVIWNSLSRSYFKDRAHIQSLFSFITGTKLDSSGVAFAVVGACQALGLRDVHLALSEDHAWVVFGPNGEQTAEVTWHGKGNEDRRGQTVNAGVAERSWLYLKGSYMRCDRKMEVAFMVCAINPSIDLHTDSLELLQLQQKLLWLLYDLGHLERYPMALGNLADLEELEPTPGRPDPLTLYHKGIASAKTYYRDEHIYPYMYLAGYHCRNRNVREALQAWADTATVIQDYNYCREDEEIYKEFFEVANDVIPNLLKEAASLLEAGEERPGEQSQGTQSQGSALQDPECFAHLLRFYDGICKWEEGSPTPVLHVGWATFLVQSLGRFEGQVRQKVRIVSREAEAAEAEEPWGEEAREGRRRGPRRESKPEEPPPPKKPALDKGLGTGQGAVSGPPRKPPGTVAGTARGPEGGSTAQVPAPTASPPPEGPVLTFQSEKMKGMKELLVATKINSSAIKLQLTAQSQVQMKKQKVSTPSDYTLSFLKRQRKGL
NPC1 promoter act: qHTS Assay for NPC1 Promoter Activators; Huh7 NPC1 promoter luciferase reporter, 24 h; Potency, µM (highest dose often 9.22 µM), for the others: at the top dose activation, hits mostly activators; 320,000 compounds, 2.4% hits; AID 485313, 2010;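 also: potency is read from the fitted curve at half-maximal effect; % of control where 0% means no effect; nearly all actives have a fitted effect of over 60% in size; reporter is driven by a mutant NPC1 promoter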
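Stable NPC1-promoter luciferase Huh7 line; cpd (DMSO) 24 h, 37 °C, 5% CO2; Amplite luciferase reagent 10 min RT; luminescence readout. qHTS format.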
BRCA1 expr up: qHTS Assay to Identify Small Molecule Activators of BRCA1 Expression. Potency, µM (series often up to 46.1 µM), for inactives: at the highest dose activation, most hits filed as activators. 380,000 compounds, 1.1% hits. AID 624202, 2012. MCF7-BRCA1-FFLuc reporter, luminescence, 48 h; response scale: scaled: vehicle 0%, 10 µM genistein 100%; also: potency is read from the fitted curve at half-maximal effect; nearly all actives have a fitted effect of over 80% in size; some results filed as inactive show a strong effect at the top dose
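Quantitative HTS in MCF7 cells stably reporting BRCA1 expression via firefly luciferase. Compound treatment lasts 48 h at 37 °C in phenol-red free MEM. Activation is expressed relative to genistein at 10 microM and DMSO.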
RORgamma inh: qHTS for inhibitors of ROR gamma transcriptional activity. Drosophila S2 Gal4-RORgamma UAS-luciferase reporter, 20 h. AID 2551, 2010. 310,000 compounds, 5.4% hits. Potency, µM (top dose mostly 53.6 µM), for inactives: at the highest dose activity change, negative = inhibition, most hits filed as inhibitors; also: potency is read from the fitted curve at half-maximal effect; % is scaled to controls: 0 for no effect and ±100 for the full control effect; nearly all actives have a fitted effect of over 60% in size
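Drosophila Schneider cells stably carrying a metallothionein-driven Gal4 DBD–ROR gamma fusion and a UAS-Photinus luciferase reporter were exposed to compound for 1 hr, then induced with copper sulfate (700 uM final) for 20 hr at ambient temperature before luminescence reading.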
p53 reactivation: qHTS assay for re-activators of p53 using a Luc reporter; H1299 p53-A138V BP100-luciferase reporter, luminescence, 24 h; Potency, µM (top dose mostly 92.2 µM), for inactives: top-dose activity change, positive = activation, most hits filed as activators; 320,000 compounds, 0.063% hits; also: potency is read from the fitted curve at half-maximal effect; % of control where 0% means no effect; nearly all actives have a fitted effect of over 45% in size
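H1299 (p53-null), stable ts p53-A138V + BP100-Luc; 1000 cells/well, Opti-MEM/10% FBS; cpd 4 pt, 1:5; 24 h, 37 deg C, 5% CO2; detection reagent 10 min RT; luminescence.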
Giardia kill: Small Molecules that selectively kill Giardia lamblia: qHTS; Giardia lamblia trophozoite viability; activity change, % at 7.66 µM, hits read low; 340,000 compounds, 0.15% hits; in the data active = activity change below about -80%; inconclusive = between about -30% and that limit;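 also: parasites exposed to compound for two days anaerobically before the ATP read; % is scaled to controls: 0 for no effect and ±100 for the full control effect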
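Viability, read as ATP luminescence: trophozoites at 100 cells/well, compound added, 48 hrs anaerobic at 37 deg C, then 15-30 min room-temperature development before reading.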
VP16 counter: VP16 counterscreen qHTS for inhibitors of ROR gamma transcriptional activity. AID 2546, 2010. Drosophila S2 Gal4-VP16 UAS-luciferase, luminescence, 20 h. 310,000 compounds, 3.5% hits. Potency, µM (highest dose often 53.6 µM), inactives show top-dose activity, negative = inhibition, most hits filed as inhibitors;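 also: Gal4-VP16 expression switched on by copper sulfate through the metallothionein promoter; potency is read from the fitted curve at half-maximal effect; % is scaled to controls: 0 for no effect and ±100 for the full control effect; nearly all actives have a fitted effect of over 50% in size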
FLuc counter: qHTS profiling assay for firefly luciferase inhibitor/activator using purifed enzyme and Km concentrations of substrates (counterscreen for miR-21 project). Luciferin 4-monooxygenase (Photinus pyralis), P08659. purified FLuc, Km substrates, luminescence inhibition. Potency, µM (top dose mostly 57.5 µM), for the others: at the highest dose activity change, negative = inhibition, most hits filed as inhibitors. 360,000 compounds, 6.9% hits. AID 588342, 2011;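 also: potency is read from the fitted curve at half-maximal effect; plate controls were vehicle for no effect and reference inhibitor for full effect; nearly all actives have a fitted effect of over 55% in size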
Target sequence (P08659 whole entry, looked up): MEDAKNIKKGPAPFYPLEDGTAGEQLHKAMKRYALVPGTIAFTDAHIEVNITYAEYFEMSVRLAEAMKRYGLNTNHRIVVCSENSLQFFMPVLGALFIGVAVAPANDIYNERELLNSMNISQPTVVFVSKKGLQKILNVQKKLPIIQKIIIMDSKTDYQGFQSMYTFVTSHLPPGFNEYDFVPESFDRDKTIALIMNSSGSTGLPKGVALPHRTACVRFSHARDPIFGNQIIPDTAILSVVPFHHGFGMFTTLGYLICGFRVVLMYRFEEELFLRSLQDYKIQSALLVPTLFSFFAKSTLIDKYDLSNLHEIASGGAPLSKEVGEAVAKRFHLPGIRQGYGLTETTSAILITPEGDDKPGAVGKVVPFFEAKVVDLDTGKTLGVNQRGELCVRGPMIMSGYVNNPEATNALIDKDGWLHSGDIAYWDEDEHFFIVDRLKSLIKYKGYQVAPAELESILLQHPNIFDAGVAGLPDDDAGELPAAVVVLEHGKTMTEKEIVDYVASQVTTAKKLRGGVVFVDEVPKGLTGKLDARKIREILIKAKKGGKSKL
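Biochemical qHTS of compounds, final roughly 60 µM downward over six points, against 10 nM purified firefly luciferase using Km concentrations of substrates (10 uM D-luciferin, 10 uM ATP) in Tris acetate pH 7.5 buffer; luminescence output.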
ELG1 genotox: qHTS screen for small molecules that induce genotoxicity in human embryonic kidney (HEK293T) cells expressing luciferase-tagged ELG1; HEK293T ELG1-luciferase reporter, luminescence, 16 h; Potency, µM (series often up to 46 µM), inactives show at the top dose activity change, positive = activation, actives largely listed as activators; 330,000 compounds, 1.3% hits; AID 504466, 2011; also: potency is read from the fitted curve at half-maximal effect; % of control where 0% means no effect; nearly all actives have a fitted effect of over 60% in size
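Genotoxicity was scored as increased ELG1-luciferase reporter signal, measured by ONE-Glo luminescence (30 min, room temperature). Compound or vehicle exposure of the HEK293T reporter cells lasted 16 hr at 37°C.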
Rab9 promoter act: qHTS Assay for Rab9 Promoter Activators | Huh7 Rab9 promoter-luciferase reporter, luminescence, 24 h | Potency, µM (highest dose often 9.22 µM), without a hit: at the highest dose activation, negative = inhibition, hits mostly activators | 320,000 compounds, 2.8% hits | AID 485297, 2010; also: potency is read from the fitted curve at half-maximal effect; % of control where 0% means no effect; nearly all actives have a fitted effect of over 60% in size
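Rab9 promoter-driven luciferase in stably transfected Huh7 cells; 1500 cells/well rested 2 h, exposed to compound in DMSO for 24 h at 37 °C, 5% CO2. Luminescence read 10 min after adding luciferase reagent at ambient temperature.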
PKM2 act: qHTS Assay for Activators of Human Muscle isoform 2 Pyruvate Kinase. purified PKM2, Kinase-Glo ATP luminescence, activation; response scale: 0% is enzyme alone, no compound. Potency, µM (doses to about 57.5 µM), for inactives: top-dose activation, most hits filed as activators. 260,000 compounds, 0.34% hits; also: potency is read from the fitted curve at half-maximal effect; % is scaled to controls: 0 for no effect and ±100 for the full control effect; nearly all actives have a fitted effect of over 55% in size
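Purified hPK-M2 (>95% pure) converted ADP (0.1 mM final) to ATP with 0.5 mM PEP in 50 mM imidazole pH7.2, KCl, MgCl2, Tween 20, BSA; 1 h at room temperature. ATP detected by Kinase-Glo luminescence.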
An asterisk follows results filed as active; [ ] = another dose, or the depositor's remark. Unless noted, calls follow the shape of the dose curve; as a rule, active = well fitted curve in the direction sought with a large enough effect; inconclusive = small, poorly fitted or top-dose-only effect, or another doubt; inactive = no such curve, though single readings can be large; an effect the other way counts as inactive or inconclusive. Only part of the results is shown. The share of hits here may be higher or lower than overall.

What do the screens show for `Cc1nc2nc(SCC(=O)c3ccccc3)[nH]c2cc1Br`?
NPC1 promoter act: -6.9%; BRCA1 expr up: 25.5%; RORgamma inh: -5.6%; p53 reactivation: 6.5%; Giardia kill: -4.4; VP16 counter: -7.9%; FLuc counter: -13.5%; ELG1 genotox: 6.6%; Rab9 promoter act: 17.8%; PKM2 act: 5.2%

How did Clc1cccc(CN2CCCCCC2)c1Cl do in these assays?
Menin MLL FP TR: -10.2%; NPC1 promoter act: -4.5%; BRCA1 expr up: -16.1%; RORgamma inh: -25.9%; p53 reactivation: 4.5%; Giardia kill: 5.9; VP16 counter: -5.9%; FLuc counter: -0.3%; ELG1 genotox: -2.3%; Rab9 promoter act: 3.1%; PKM2 act: -0.5%

How did COc1ccc(Nc2n[nH]c(N)c2C(N)=O)cc1 do in these assays?
Menin MLL FP TR: 9.0%; NPC1 promoter act: -1.1%; BRCA1 expr up: 25.7%; RORgamma inh: -1.4%; p53 reactivation: -1.0%; Giardia kill: 0.3; VP16 counter: -2.8%; FLuc counter: inconclusive; ELG1 genotox: -0.5%; Rab9 promoter act: 0.9%; PKM2 act: 1.9%

How did O=C(NCC1CCCO1)C(c1cccs1)N(Cc1ccccc1Cl)C(=O)c1ccc(-c2ccccc2)[nH]1 (stereo not drawn) do in these assays?
Menin MLL FP TR: -6.6%; NPC1 promoter act: -10.9%; BRCA1 expr up: -66.6%; RORgamma inh: 24.8%; p53 reactivation: 3.8%; Giardia kill: -2.4; VP16 counter: -15.7%; FLuc counter: 0.4%; ELG1 genotox: -8.3%; Rab9 promoter act: -4.0%; PKM2 act: 10.3%

Results for CCC(=O)Nc1ccc(NC(=O)CSc2nnnn2C(C)C)cc1 ?
Menin MLL FP TR: -4.5%; NPC1 promoter act: 1.3%; BRCA1 expr up: -12.4%; RORgamma inh: 5.9%; p53 reactivation: -6.2%; Giardia kill: 2.3; VP16 counter: -3.9%; FLuc counter: 4.5%; ELG1 genotox: -2.6%; Rab9 promoter act: 0.4%; PKM2 act: 2.4%

What do the screens show for `CCNc1nc(SC(C)C(=O)OC)nc(N(C)C)n1` (stereo not drawn)?
Menin MLL FP TR: 2.2%; NPC1 promoter act: -5.5%; BRCA1 expr up: -0.1%; RORgamma inh: 33.7%; p53 reactivation: 3.8%; Giardia kill: 7.9; VP16 counter: 2.6%; FLuc counter: -3.5%; ELG1 genotox: 2.6%; Rab9 promoter act: 5.7%

How did O=C1CCC(C(=O)N2CCCCCC2)CN1Cc1cccc(C(F)(F)F)c1 (stereo not drawn) do in these assays?
Menin MLL FP TR: -0.2%; NPC1 promoter act: -4.8%; BRCA1 expr up: 23.8%; RORgamma inh: 3.9%; p53 reactivation: -5.6%; Giardia kill: -22.8; VP16 counter: 6.9%; FLuc counter: 1.8%; ELG1 genotox: -1.4%; Rab9 promoter act: -1.0%

Results for Cc1ccc(C2NC(c3ccc(C)cc3)C([N+](=O)[O-])C(C)(C)C2[N+](=O)[O-])cc1 (stereo not drawn) ?
Menin MLL FP TR: -24.2%; NPC1 promoter act: -5.0%; BRCA1 expr up: -12.3%; RORgamma inh: 15.9%; p53 reactivation: -9.9%; Giardia kill: -25.9; VP16 counter: -1.0%; FLuc counter: -0.5%; ELG1 genotox: -1.2%; Rab9 promoter act: -6.5%; PKM2 act: 0.2%

What do the screens show for `COc1ccc(C(=O)n2nc(C#N)c(C#N)c2N)cc1`?
NPC1 promoter act: -0.8%; BRCA1 expr up: -2.4%; RORgamma inh: 3.1%; p53 reactivation: 15.8%; Giardia kill: 1.1; VP16 counter: 1.2%; FLuc counter: 2.3%; ELG1 genotox: -2.7%; Rab9 promoter act: -3.1%; PKM2 act: -0.7%

How did Nc1ncc(Br)cc1S(=O)(=O)Nc1cc(C(F)(F)F)cc(C(F)(F)F)c1 do in these assays?
NPC1 promoter act: -10.5%; BRCA1 expr up: -91.4%; RORgamma inh: -81.4%; p53 reactivation: -7.1%; Giardia kill: 5.8; VP16 counter: 22.4µM*; FLuc counter: 2.4%; ELG1 genotox: -12.3%; Rab9 promoter act: -12.0%

What do the screens show for `COc1ccccc1N(CC(=O)Nc1ccccc1C(=O)NCC(C)C)S(C)(=O)=O`?
Menin MLL FP TR: -0.2%; NPC1 promoter act: -0.5%; BRCA1 expr up: 13.5%; RORgamma inh: -0.8%; p53 reactivation: -7.6%; Giardia kill: 13.2; VP16 counter: -7.2%; FLuc counter: -1.2%[2.3 µM]; ELG1 genotox: 0.1%; Rab9 promoter act: -3.8%; PKM2 act: -17.3%

Results for CCCn1nnc(NC(=O)c2ccccc2Cl)n1 ?
Menin MLL FP TR: -0.4%; NPC1 promoter act: inconclusive; BRCA1 expr up: 11.2µM*; RORgamma inh: -21.7%; p53 reactivation: 12.0%; Giardia kill: -4.6; VP16 counter: 27.3%; FLuc counter: inconclusive; ELG1 genotox: 20.7%; Rab9 promoter act: inconclusive; PKM2 act: -1.0%

Results for Cc1cc(C)nc(N2CCC(C(=O)NC3CC3)CC2)n1 ?
Menin MLL FP TR: 7.0%; NPC1 promoter act: -0.5%; BRCA1 expr up: 0.4%; RORgamma inh: -32.7%; p53 reactivation: 1.2%; Giardia kill: -8.2; VP16 counter: -5.2%; FLuc counter: -0.9%; ELG1 genotox: -4.6%; Rab9 promoter act: 2.5%; PKM2 act: -2.7%

What do the screens show for `COc1cc(C2C(Oc3ccccc3C)C(=O)N2Cc2ccc(F)cc2)cc(OC)c1OC` (stereo not drawn)?
Menin MLL FP TR: -25.7%; NPC1 promoter act: -5.1%; BRCA1 expr up: -25.2%; RORgamma inh: inconclusive; p53 reactivation: -5.1%; Giardia kill: 6.6; VP16 counter: 0.8%; FLuc counter: -0.1%; ELG1 genotox: -7.3%; Rab9 promoter act: -0.8%; PKM2 act: -6.3%

How did C=CCSc1n[nH]c(-c2ccc(OCCC)cc2)n1 do in these assays?
Menin MLL FP TR: 3.7%; NPC1 promoter act: 2.51µM*; BRCA1 expr up: 3.55µM*; RORgamma inh: 10µM*; p53 reactivation: inconclusive; Giardia kill: -0.9; VP16 counter: inconclusive; FLuc counter: 10.7µM*; ELG1 genotox: 4.61µM*; Rab9 promoter act: 2µM*; PKM2 act: -5.9%

What do the screens show for `COc1cc(CCC(=O)OCn2nnc3ccccc3c2=O)cc(OC)c1OC`?
Menin MLL FP TR: 6.0%; NPC1 promoter act: 3.6%; BRCA1 expr up: 1.4%; RORgamma inh: 8.1%; p53 reactivation: -1.5%; Giardia kill: -5.3; VP16 counter: -6.4%; FLuc counter: -0.2%; ELG1 genotox: -1.4%; Rab9 promoter act: -32.9%[inhibitor]; PKM2 act: -10.4%

What do the screens show for `Cc1ccc(S(=O)(=O)NC(=O)Nc2cc(C)no2)cc1`?
Menin MLL FP TR: 2.1%; NPC1 promoter act: -8.2%; BRCA1 expr up: 10.7%; RORgamma inh: -4.5%; p53 reactivation: -3.6%; Giardia kill: 9.2; VP16 counter: -5.3%; FLuc counter: -2.0%; ELG1 genotox: -0.1%; Rab9 promoter act: 2.5%[1.84 µM]

Results for COc1ccc(C)cc1N(CC(=O)N1CCCC1)S(C)(=O)=O ?
Menin MLL FP TR: -0.6%; NPC1 promoter act: 2.5%; BRCA1 expr up: -2.4%; RORgamma inh: -5.8%; p53 reactivation: -39.5%[inhibitor]; Giardia kill: -8.8; VP16 counter: -3.1%; FLuc counter: 5.7%; ELG1 genotox: -2.8%; Rab9 promoter act: -2.5%; PKM2 act: 3.0%

How did CSCCC(NC(=O)c1ccccc1)C(=O)N(C)CC(=O)Nc1ccc(N2CCOCC2)cc1 (stereo not drawn) do in these assays?
NPC1 promoter act: 13.0%; BRCA1 expr up: -10.0%; RORgamma inh: 12.9%; p53 reactivation: 4.9%; Giardia kill: -7.0; VP16 counter: inconclusive; FLuc counter: inconclusive; ELG1 genotox: 2.0%; Rab9 promoter act: 0.7%; PKM2 act: 0.6%

Results for Oc1c(Cl)cc(Cl)cc1CNc1ccccn1 ?
Menin MLL FP TR: 18.0%; NPC1 promoter act: -0.7%; BRCA1 expr up: 6.1%; RORgamma inh: inconclusive; p53 reactivation: 11.8%; Giardia kill: 12.8; VP16 counter: -1.4%; FLuc counter: inconclusive; ELG1 genotox: -0.4%; Rab9 promoter act: 4.8%; PKM2 act: 2.8%

What do the screens show for `CCOc1nc(-c2ccccc2)ccc1-c1noc(-c2ccco2)n1`?
Menin MLL FP TR: 9.2%; NPC1 promoter act: -8.5%; BRCA1 expr up: -64.5%; RORgamma inh: inconclusive; p53 reactivation: 8.6%; Giardia kill: -14.9; VP16 counter: -25.7%; FLuc counter: -0.6%; ELG1 genotox: 8.7%; Rab9 promoter act: -9.7%; PKM2 act: -5.6%
